From PubChem BioAssay
COUP-TFII inh – NR2F2 (human) inhibition, primary screen; inhibition, % at 8.6 µM; P24468; 0.7% of 370,000 active; HEK293T NGFI-A luciferase reporter, luminescence; AID 686940;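 active means inhibition above a per-plate cutoff, mean inhibition of test wells between control levels plus 3 SD, cut at about 38% in these data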;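 further: cells cotransfected with COUP-TFII expression vector driving the NGFI-A reporter; 0% = median of COUP-TF2 test wells and 100% = reporter-only cells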
NR5A2 inv ag – NR5A2 inverse agonism in reporter assay; 0.13% of 360,000 active; HEK293T StAR-luciferase reporter, LRH-1 transfected, 24 h; O00482; AID 602396; inhibition, % at 3.6 µM;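 active means inhibition above the mean inhibition of all tested compounds plus 3 SD, cut at about 73% in these data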;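 further: 0% = DMSO wells and 100% = reporter-only cells lacking LRH-1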
Target sequence (O00482 whole entry, looked up): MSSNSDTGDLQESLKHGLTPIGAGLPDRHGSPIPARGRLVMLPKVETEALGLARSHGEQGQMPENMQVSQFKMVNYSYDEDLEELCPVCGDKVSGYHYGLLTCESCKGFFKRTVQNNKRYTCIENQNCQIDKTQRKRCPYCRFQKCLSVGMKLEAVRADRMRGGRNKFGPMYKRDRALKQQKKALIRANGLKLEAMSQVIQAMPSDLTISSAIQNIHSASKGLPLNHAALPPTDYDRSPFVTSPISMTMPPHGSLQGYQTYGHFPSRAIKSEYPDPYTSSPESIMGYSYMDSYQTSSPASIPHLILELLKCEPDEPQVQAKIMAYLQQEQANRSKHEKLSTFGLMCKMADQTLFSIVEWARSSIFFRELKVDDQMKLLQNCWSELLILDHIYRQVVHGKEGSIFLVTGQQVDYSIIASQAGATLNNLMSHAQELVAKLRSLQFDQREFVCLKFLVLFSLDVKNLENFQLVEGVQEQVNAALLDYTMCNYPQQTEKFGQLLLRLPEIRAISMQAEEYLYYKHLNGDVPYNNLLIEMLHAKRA
SRC2 inh – inhibits human steroid receptor coactivator 2 | Q15596 | HEK293 GAL4-SRC2 luciferase reporter, luminescence | inhibition, % at 9 µM | 0.17% of 370,000 active | AID 651957;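 active means inhibition above the mean inhibition of all tested compounds plus 3 SD, set per campaign, cut at about 52% in these data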;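 further: 0% = DMSO treated cells and 100% = cells given Gossypol at 36 µM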
TLR9-MyD88 block – TLR9-MyD88 interaction inhibition. Q9NR96+Q99836. CHO BLA complementation TLR9-MyD88, CCF4 FRET ratio. inhibition, % at 4.98 µM. 0.21% of 340,000 active. AID 504734;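 active means inhibition above the mean over all tested compounds plus 3 SD, cut at about 21% in these data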;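 further: 0% = DMSO only wells and 100% = clavulanate BLA inhibitor control wells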
NOD2 RIPK2 PPI – inhibitors of human NOD2-RIPK2 interaction | CHO BLA complementation NOD2-RIPK2, CCF4 ratio | inhibition, % at 4.98 µM | 0.38% of 360,000 active; in the data active means inhibition above about 21%;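 further: 0% = vehicle only and 100% = reference blocker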
TROY NFkB inh – blocks TROY-dependent signaling in reporter cells; Q293 LMP1-TROYcd NF-kB luciferase reporter, 4 h; inhibition, % at 10 µM; AID 1347056; 0.98% of 360,000 active;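 active means compounds whose plate-normalised and pattern-corrected inhibition of the luciferase reporter signal at the single screening dose is 50% or more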
TWEAK Fn14 block – inhibitors of TWEAK-Fn14 interaction signaling; TWEAK-stimulated Fn14 reporter cells, luciferase luminescence, 8 h; inhibition, % at 10 µM; AID 1159606; 2% of 360,000 active; in the data active means inhibition above about 50%
SRC3 inh – inhibits human SRC3 coactivator | Q9Y6Q9 | HEK293 GAL4-SRC3 luciferase reporter, luminescence | inhibition, % at 3.6 µM | 0.17% of 360,000 active;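 active means inhibition above a per-campaign cutoff, the mean of all compounds plus 3 SD, cut at about 60% in these data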;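 further: 0% = DMSO-treated cells and 100% = gossypol-treated cells at 36 µM; higher means less SRC3-driven luciferase light from the GAL4 reporter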
EBV LMP1 NFkB – Epstein-Barr LMP1 NF-kappaB reporter inhibition; 0.69% of 350,000 active; inhibition, % at 12.5 µM; AID 504558; LMP1-induced NF-kappaB luciferase reporter cells, luminescence; in the data active means inhibition above about 41%;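 further: 0% = neutral control wells and 100% = reference inhibitor control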
SRC1 inh – inhibitors of human steroid receptor coactivator 1 (SRC1). HEK293 GAL4-SRC1 luciferase reporter, luminescence. inhibition, % at 3.6 µM. Q15788. 0.12% of 360,000 active;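 active means inhibition above the campaign mean plus 3 SD, with each screening campaign given its own cutoff, cut at about 60% in these data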;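 further: 0% = DMSO treated cells and 100% = gossypol at 36 µM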
C8 TRAIL sens – caspase-8 TRAIL sensitization. NB7+C8 cells + TRAIL, ATPlite viability luminescence. AID 624354. inhibition (viability loss, TRAIL sensitization), % at 10 µM. 1% of 360,000 active;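 active means compounds causing at least 50% loss of cell viability in the single-dose screen, relative to plate controls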
The depositor's hits bear a star; / = not tested or not shown. Some of the compounds tested (hit frequency here may not be typical).

mol,TROY NFkB inh,C8 TRAIL sens,EBV LMP1 NFkB,COUP-TFII inh,SRC2 inh,TLR9-MyD88 block,SRC3 inh,NR5A2 inv ag,SRC1 inh,NOD2 RIPK2 PPI,TWEAK Fn14 block
O=C(Nc1cccc(S(=O)(=O)N2CCCCC2)c1)C1=NN(c2ccccc2)C(=O)CC1,22,1,1,0,12,3,2,-11,-4,-4,10
CC(=O)Nc1ccc(C(=O)CN2CCN(c3ccccc3)CC2)cc1,-9,15,-5,-3,-14,-2,-19,-4,-7,6,-6
CCC1C(O)=C(c2ccccn2)C(=N)N1c1ccccc1 (stereo not drawn),11,-3,-28,3,-7,5,-25,-1,-28,-15,17
O=C(NCc1ccc(F)cc1)c1cc2c(s1)CS(=O)(=O)C2,-15,6,0,4,-3,-1,-42,1,-4,-7,-11
COc1cc(C(=S)N2CCC(Cc3ccccc3)CC2)ccc1OCC(N)=O,15,-2,8,4,-10,-3,-7,9,-14,0,12
CCCc1nc2ccc(C)cn2c1Cc1ccc(OC)cc1C,9,-7,/,4,-9,/,15,-16,-5,-2,13
O=[N+]([O-])c1cccc(NC(=S)NCCc2ccccc2)c1,11,18,10,14,11,-3,19,-16,-5,-6,15
COC(=O)c1cc(OC)c(OC)cc1NC(=O)CCC1CCCC1,-11,-9,-1,9,9,6,-1,9,-15,-2,2
CCOC(=O)N1CCC(NC(=O)c2csc3c2CCCC3)CC1,-8,-1,1,5,-20,0,2,-18,9,2,7
CCc1nc2ccc(C(=O)NCCN3CCNC3=O)cn2c1N(C)Cc1ccc(OC)cc1,3,6,/,3,28,/,2,-5,4,1,7
CCOc1ccc(C(=O)CCC(=O)NNC(=O)c2ccccc2O)cc1,1,9,-1,7,-27,-4,-11,17,-18,-11,-4
O=c1[nH]c(-c2ccccn2)nc2ccccc12,-80,11,-13,-28,-54,-1,-30,-105,-34,3,-12
S=c1[nH]nc(-c2ccc3c(c2)OCO3)n1-c1ccccc1,-11,-7,-1,-12,4,-6,16,2,9,-12,-3
CCN(CC)C(=O)C1CCCc2c1[nH]c1ccc(Cl)cc21 (stereo not drawn),-10,33,1,0,4,12,-44,-25,-24,0,-20
CCc1ccc(CCC(=O)Nc2ccc(C(=O)O)cc2)o1,5,15,0,-11,6,4,12,13,-1,1,-2
COc1ccccc1OCC(=O)Nc1ccc(S(=O)(=O)N2CCOCC2)cc1,5,-22,7,12,-20,-2,-6,-7,-10,7,-11
O=C(C1CCCO1)N1CCN(c2ncccn2)CC1 (stereo not drawn),3,9,-9,16,-8,6,-14,3,5,-3,4
CC1(C(=O)Nc2ccc(Cl)cc2)Cc2c(-c3cccc(C(N)=O)c3)ccnc2O1 (stereo not drawn),-4,14,/,4,-44,/,12,26,3,4,-7
CCOc1ccc(NC(=O)CCCOc2cc(=O)n(C)c3ccccc23)cc1,-11,-3,9,-4,-20,13,-11,-8,0,-13,3
COc1ccc(NC(=O)c2cccc(Oc3ccc([N+](=O)[O-])cc3Cl)c2)cc1,24,-14,11,22,9,-1,-2,-7,-5,-3,59*
Cc1ccc(-n2c(=O)cc(N3CC(C)OC(C)C3)[nH]c2=O)cc1 (stereo not drawn),2,-2,-5,8,15,-8,12,11,11,1,10
COCCn1c(SC(C)C(=O)Nc2ccc3c(c2)OCCO3)nc2ccccc2c1=O (stereo not drawn),-4,1,-3,3,1,-17,-5,-10,3,0,2
O=C(Nc1ccccc1)C(Cc1ccccc1)c1ccccc1 (stereo not drawn),7,6,-5,-9,0,10,-3,-5,-3,4,10
COc1ccc(NC(=O)N2c3ccccc3CC2C)cc1OC (stereo not drawn),-44,-3,-3,-7,-24,2,-10,-24,-18,2,7
CC(C)(C)NC(=O)CN1C(=O)/C(=C/c2ccccc2)SC1=S,-6,-20,-1,-3,-5,-2,-17,6,-42,-21,0
O=C1CCCCC1C(Nc1ccc(Br)cc1)c1ccccc1 (stereo not drawn),-20,3,-15,-10,-25,-1,10,3,1,-3,-7
CCCS(=O)(=O)c1nc(S(=O)(=O)c2ccc(Cl)cc2)c(N2CCC(O)CC2)s1,10,10,-4,11,2,-5,7,14,2,9,2
Cc1nn(-c2ccccn2)c(N)c1N=O,1,-18,4,-1,-30,-6,11,13,4,-6,9
O=C(Nc1ccc2[nH]ccc2c1)c1cccs1,-41,63*,1,-58,-56,6,-119,-144,-100,-11,-33
Cc1c(C(=O)N(Cc2ccc(Cl)cc2)C2CCS(=O)(=O)C2)oc2ccccc12 (stereo not drawn),-1,7,-5,-15,-11,1,-2,6,5,-1,-10
Cc1cccc(OCCn2c(CCCO)nc3ccccc32)c1,4,-1,-6,25,15,7,0,1,-15,4,13
Cn1c(SCC(=O)Nc2ccccc2Oc2ccccc2)nnc1C1CC1,-9,-16,-7,8,-38,5,21,17,-8,-2,-3
COc1ccc(NC(=S)Nc2cccc(Cl)c2)cc1OC,-22,-6,1,2,-14,-1,0,7,5,-1,-19
N#C/C(=C/c1ccc(N2CCCCC2)o1)c1cccc(F)c1,22,17,-96,6,-18,2,-77,-3,-85,4,-3
CCn1c(SCC(=O)N2CCCC(C)C2)nnc1-c1ccc(S(=O)(=O)N2CCN(C)CC2)cc1 (stereo not drawn),18,7,-4,9,1,-9,1,-3,-9,-8,5
COC(=O)c1[nH]c(C)c(/C(O)=C2\C(=O)C(=O)N(CCCN3CCOCC3)C2c2ccccn2)c1C (stereo not drawn),1,-4,-9,1,-15,-10,8,-17,-1,-6,-13
Cc1cc(NC2CCCCC2)nc(N2CCOCC2)n1,0,1,-3,2,-1,6,10,-5,-20,1,6
Nc1cc(S(=O)(=O)O)cc2ccc(S(=O)(=O)O)cc12,-16,-2,1,1,-9,-6,-37,6,4,3,-3
CC(=O)Nc1cccc(NC(=O)c2cccc(S(=O)(=O)N3CCN(Cc4ccccc4)CC3)c2)c1,12,-12,1,-11,15,3,-1,-30,-9,4,10
CC(=O)Nc1ccc(S(=O)(=O)N2CCCC(C(=O)N3CCN(c4ccccc4)CC3)C2)cc1 (stereo not drawn),26,-1,8,14,0,-12,-1,-8,2,-2,-11
CC(=O)c1c(C)[nH]c(C(=O)COC(=O)Cc2ccccc2F)c1C,-20,-8,-1,-11,-40,0,8,-12,2,-11,-2
Cc1ccccc1C(=O)Nc1ccc(C(=O)N/N=C/c2ccncc2)cc1,1,3,-5,-13,9,1,23,10,-24,-1,16
Cc1ccc(S(=O)(=O)N2CCN(C3CC(=O)N(c4ccc(F)cc4)C3=O)CC2)cc1C (stereo not drawn),-1,-7,-1,-38,-15,0,3,7,-3,-12,-6

In the list so far, these have a halogen:
mol,TROY NFkB inh,C8 TRAIL sens,EBV LMP1 NFkB,COUP-TFII inh,SRC2 inh,TLR9-MyD88 block,SRC3 inh,NR5A2 inv ag,SRC1 inh,NOD2 RIPK2 PPI,TWEAK Fn14 block
O=C(NCc1ccc(F)cc1)c1cc2c(s1)CS(=O)(=O)C2,-15,6,0,4,-3,-1,-42,1,-4,-7,-11
CCN(CC)C(=O)C1CCCc2c1[nH]c1ccc(Cl)cc21 (stereo not drawn),-10,33,1,0,4,12,-44,-25,-24,0,-20
CC1(C(=O)Nc2ccc(Cl)cc2)Cc2c(-c3cccc(C(N)=O)c3)ccnc2O1 (stereo not drawn),-4,14,/,4,-44,/,12,26,3,4,-7
COc1ccc(NC(=O)c2cccc(Oc3ccc([N+](=O)[O-])cc3Cl)c2)cc1,24,-14,11,22,9,-1,-2,-7,-5,-3,59*
O=C1CCCCC1C(Nc1ccc(Br)cc1)c1ccccc1 (stereo not drawn),-20,3,-15,-10,-25,-1,10,3,1,-3,-7
CCCS(=O)(=O)c1nc(S(=O)(=O)c2ccc(Cl)cc2)c(N2CCC(O)CC2)s1,10,10,-4,11,2,-5,7,14,2,9,2
Cc1c(C(=O)N(Cc2ccc(Cl)cc2)C2CCS(=O)(=O)C2)oc2ccccc12 (stereo not drawn),-1,7,-5,-15,-11,1,-2,6,5,-1,-10
COc1ccc(NC(=S)Nc2cccc(Cl)c2)cc1OC,-22,-6,1,2,-14,-1,0,7,5,-1,-19
N#C/C(=C/c1ccc(N2CCCCC2)o1)c1cccc(F)c1,22,17,-96,6,-18,2,-77,-3,-85,4,-3
CC(=O)c1c(C)[nH]c(C(=O)COC(=O)Cc2ccccc2F)c1C,-20,-8,-1,-11,-40,0,8,-12,2,-11,-2
Cc1ccc(S(=O)(=O)N2CCN(C3CC(=O)N(c4ccc(F)cc4)C3=O)CC2)cc1C (stereo not drawn),-1,-7,-1,-38,-15,0,3,7,-3,-12,-6
